Rpn11 inh – Rpn11 (PSMD14) deubiquitinase inhibitors, primary screen, biochemical, fluorescence polarization, uHTS. 26S proteasome non-ATPase regulatory subunit 14 (Homo sapiens), O00487. human 26S proteasome, Ub4-pepOG fluorescence polarization; 20S core pre-blocked with epoxomicin. calls only at 20 µM. actives 0.59% (n = 360,000);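 active = inhibition at 20 µM, scaled to each plate's controls, above about 33%, limit read from the data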
Rin1 Abl inh – inhibitors of Rin1-Abl protein binding, primary screen, biochemical, TR-FRET. Tyrosine-protein kinase ABL1 (Homo sapiens) + Ras and Rab interactor 1 (Homo sapiens), …. inhibition, % at 7.35 µM. actives 0.4% (n = 360,000); in the data active = inhibition above about 5%, passing the limit was not always enough
MLLE-PAM2 inh – inhibitors of PABP1 MLLE–PAM2 peptide binding, primary screen, biochemical, fluorescence polarization, FITC-PAM2, GST-MLLE; Polyadenylate-binding protein 1 (Homo sapiens), P11940; actives 0.36% (n = 360,000); AID 588489, 2011; inhibition, % at 20 µM; in the data active = inhibition above about 35%, passing the limit was not always enough;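 also: plate controls were DMSO wells with GST-MLLE for no effect and wells lacking GST-MLLE protein for full effect; some results filed as inactive read as strong as hits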
eLon inh – inhibitors of E. coli Lon protease, primary screen, biochemical, fluorescence polarization | P0A9M0 | purified E. coli Lon protease | inhibition, % at 7.94 µM | AID 602123, 2011 | actives 0.42% (n = 360,000); in the data active = inhibition above about 13%, passing the limit was not always enough;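 also: 0% = enzyme with probe and DMSO and 100% = no enzyme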
MT1-MMP act inh – blockers of MT1-MMP proenzyme processing, primary screen, HT1080 RFP-PRO-GFP cells, GFP/RFP fluorescence. Matrix metalloproteinase-14 (Homo sapiens), P50281. GFP/RFP ratio fluorescence, overnight; percent of plate control window, DMSO zero. GFP/RFP ratio change, % at 20 µM. actives 0.061% (n = 360,000);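 active = GFP/RFP ratio change of at least 30% with cell ATP level not reduced by more than half and red fluorescence within 50% of control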; also: strong numbers were not always called active
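Assay system: HT1080 RFP-PRO-GFP cells. Benchmarks: DMSO vehicle wells and RFP-L50D-GFP reporter cell wells. Times: overnight cell settling, then overnight compound exposure, 37 °C, 5% CO2. Compound: 20 µM single dose, 1% DMSO. Read-out basis: GFP/RFP fluorescence ratio.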
CSN deneddyl inh – inhibitors of CSN-mediated cullin deneddylation, primary screen, biochemical, fluorescence polarization, uHTS; AID 651999, 2013; inhibition, % at 12.5 µM; actives 0.38% (n = 360,000); Purified CSN, SCF-Nedd8-OG deneddylation;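 active = pattern-corrected inhibition above about 35%, with an unprinted fluorescence ratio check between 0.5 and 1.5, limit read from the data, passing the limit was not always enough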;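 also: 0% = enzyme with substrate and 100% = substrate without enzyme; some results filed as inactive read as strong as hits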
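Material: human Csn5 produced in HEK293T cells; Input: enzyme 0.24 nM; Reagent: SCFSkp2-Nedd8OG substrate at 10 nM final; Dosing: 12.5 µM compound; Incubation: 90 min reaction at room temperature; Detection: fluorescence polarization of the substrate; Evaluation: % inhibition of substrate cleavage by Csn5; Control set: substrate-only high control, full reaction low control.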
FAS TE block – FAS thioesterase domain inhibitors, primary screen, biochemical, fluorescence intensity, uHTS; recombinant FAS-TE, OMFH fluorogenic substrate, fluorescence endpoint; inhibition, % at 15 µM; actives 0.67% (n = 360,000); AID 602261, 2012;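 active = compounds whose normalised, plate-corrected inhibition of enzyme fluorescence in the single-dose primary screen is 50% or more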;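 also: 0% = DMSO with enzyme and 100% = substrate without enzyme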
Target sequence (P49327 whole entry, looked up, the tested form may be a part): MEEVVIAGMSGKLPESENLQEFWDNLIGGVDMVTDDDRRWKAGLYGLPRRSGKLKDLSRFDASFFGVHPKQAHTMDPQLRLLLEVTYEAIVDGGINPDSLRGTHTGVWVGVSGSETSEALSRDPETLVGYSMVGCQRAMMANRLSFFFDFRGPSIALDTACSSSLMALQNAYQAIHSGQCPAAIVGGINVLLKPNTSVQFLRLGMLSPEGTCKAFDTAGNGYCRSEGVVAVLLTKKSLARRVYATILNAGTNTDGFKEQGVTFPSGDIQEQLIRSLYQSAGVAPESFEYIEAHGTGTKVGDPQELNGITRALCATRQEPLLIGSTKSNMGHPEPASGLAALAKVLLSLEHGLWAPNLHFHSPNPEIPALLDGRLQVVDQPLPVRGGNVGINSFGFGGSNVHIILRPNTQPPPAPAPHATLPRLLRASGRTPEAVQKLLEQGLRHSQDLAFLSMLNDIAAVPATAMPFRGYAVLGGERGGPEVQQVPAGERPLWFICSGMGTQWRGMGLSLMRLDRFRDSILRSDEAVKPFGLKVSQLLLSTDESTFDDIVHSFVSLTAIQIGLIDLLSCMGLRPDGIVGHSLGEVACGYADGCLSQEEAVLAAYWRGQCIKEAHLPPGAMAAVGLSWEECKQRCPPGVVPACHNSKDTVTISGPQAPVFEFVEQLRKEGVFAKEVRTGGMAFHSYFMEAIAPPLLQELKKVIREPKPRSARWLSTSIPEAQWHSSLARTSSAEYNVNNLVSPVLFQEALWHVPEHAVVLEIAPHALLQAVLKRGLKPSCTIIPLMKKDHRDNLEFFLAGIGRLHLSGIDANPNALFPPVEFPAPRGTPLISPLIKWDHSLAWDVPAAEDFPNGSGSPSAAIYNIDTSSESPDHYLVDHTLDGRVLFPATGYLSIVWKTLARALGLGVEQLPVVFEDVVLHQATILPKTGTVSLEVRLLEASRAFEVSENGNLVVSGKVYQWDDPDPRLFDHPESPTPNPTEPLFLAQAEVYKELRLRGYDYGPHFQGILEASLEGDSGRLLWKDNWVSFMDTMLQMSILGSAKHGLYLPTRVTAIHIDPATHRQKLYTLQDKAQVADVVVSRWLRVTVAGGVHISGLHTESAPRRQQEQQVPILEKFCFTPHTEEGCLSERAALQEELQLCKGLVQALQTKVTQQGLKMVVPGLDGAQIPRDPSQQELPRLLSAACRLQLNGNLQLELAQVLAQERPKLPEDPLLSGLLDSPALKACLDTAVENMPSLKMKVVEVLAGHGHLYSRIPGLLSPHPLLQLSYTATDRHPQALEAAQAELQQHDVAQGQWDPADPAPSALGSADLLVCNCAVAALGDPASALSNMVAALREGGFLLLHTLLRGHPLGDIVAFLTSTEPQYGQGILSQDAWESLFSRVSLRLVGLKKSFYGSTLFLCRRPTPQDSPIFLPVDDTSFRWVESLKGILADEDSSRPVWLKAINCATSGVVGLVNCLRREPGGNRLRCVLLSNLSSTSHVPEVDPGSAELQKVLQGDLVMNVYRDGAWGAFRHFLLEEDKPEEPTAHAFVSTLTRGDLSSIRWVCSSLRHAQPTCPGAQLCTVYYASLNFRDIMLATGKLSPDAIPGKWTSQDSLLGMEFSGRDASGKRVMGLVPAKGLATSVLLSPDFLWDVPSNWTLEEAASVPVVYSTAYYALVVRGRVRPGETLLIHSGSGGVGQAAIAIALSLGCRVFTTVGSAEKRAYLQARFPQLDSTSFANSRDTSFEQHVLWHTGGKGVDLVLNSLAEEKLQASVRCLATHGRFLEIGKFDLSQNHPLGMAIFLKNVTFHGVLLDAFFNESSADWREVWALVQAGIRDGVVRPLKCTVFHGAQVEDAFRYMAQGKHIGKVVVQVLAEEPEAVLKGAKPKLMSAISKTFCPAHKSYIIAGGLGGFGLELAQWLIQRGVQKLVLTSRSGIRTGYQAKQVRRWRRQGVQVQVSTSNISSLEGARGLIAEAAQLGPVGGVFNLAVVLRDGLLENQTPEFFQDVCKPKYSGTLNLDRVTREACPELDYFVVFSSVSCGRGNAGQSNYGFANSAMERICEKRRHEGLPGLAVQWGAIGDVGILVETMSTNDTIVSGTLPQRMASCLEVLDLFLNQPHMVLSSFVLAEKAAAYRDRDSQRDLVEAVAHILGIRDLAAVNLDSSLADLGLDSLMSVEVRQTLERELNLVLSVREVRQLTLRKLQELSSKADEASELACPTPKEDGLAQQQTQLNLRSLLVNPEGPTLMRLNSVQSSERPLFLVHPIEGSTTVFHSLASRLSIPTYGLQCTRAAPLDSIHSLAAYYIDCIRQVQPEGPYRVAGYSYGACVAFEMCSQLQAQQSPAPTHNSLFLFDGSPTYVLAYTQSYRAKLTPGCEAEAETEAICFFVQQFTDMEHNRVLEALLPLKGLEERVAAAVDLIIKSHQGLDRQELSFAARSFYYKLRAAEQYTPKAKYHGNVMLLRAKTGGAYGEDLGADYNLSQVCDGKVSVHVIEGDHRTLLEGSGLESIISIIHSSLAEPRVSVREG
MsrA act – bovine MsrA enzyme activators, primary screen, biochemical, absorbance, HTS. Methionine sulfoxide reductase A (Bos taurus). purified bovine MsrA, absorbance read-out. activation, % at 10.6 µM. actives 0.3% (n = 360,000). AID 602163, 2012; in the data active = activation above about 7.5%;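 also: 0% = vehicle and 100% = reference activator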
MsrA inhibitor – bovine MsrA enzyme inhibitors, primary screen, biochemical, absorbance, HTS. Methionine sulfoxide reductase A (Bos taurus). purified bovine MsrA, absorbance read-out. inhibition, % at 15.5 µM. actives 0.75% (n = 360,000). AID 651718, 2012; in the data active = inhibition above about 4.5%;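 also: 0% = vehicle wells with enzyme and 100% = reference inhibitor wells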
* marks the source's active call; other numbers are inactive results; i = inactive; . = no result given.

SMILES	Rpn11 inh	Rin1 Abl inh	MLLE-PAM2 inh	eLon inh	MT1-MMP act inh	CSN deneddyl inh	FAS TE block	MsrA act	MsrA inhibitor
O=C(Cc1ccc(NC(=O)C2CCN(C(=O)c3ccccc3)CC2)cc1)Nc1cccc(C(=O)N2CCCCC2)c1	i	2	-4	-9	0	-2	-4	-2	-0.6
O=C(O)c1ccccc1C(=O)N1CCN(Cc2ccc3c(c2)OCO3)CC1	i	3	1	-8	-3	-1	-4	-2	-0.5
Cc1cc(Cl)ccc1OC(C)C(=O)Nc1cnn(CCCC(=O)O)c1 (stereo not given)	i	-1	0	-5	3	-4	-7	-4	-0.8
CCCCn1c(NC(=O)c2ccc(Br)o2)c(S(=O)(=O)c2ccccc2)c2nc3ccccc3nc21	i	2	-1	3	-20	48*	13	-5	0.0
CCN(CCO)Cc1csc2ccc(Cl)cc12	i	0	1	-1	2	0	-10	1	-0.8
Cc1ccc2c(c1)c1nnc(SCC(=O)N3CCCc4ccccc43)nc1n2CC(=O)O	i	-1	1	0	-2	-3	10	-1	2.0
O=C1CC(N2CCSCC2)C(=O)N1c1ccccc1 (stereo not given)	i	-2	21	3	-1	-8	-4	-2	0.9
CCCCn1nc(C(=O)N(CC(C)C)c2c(N)n(CCCC)c(=O)[nH]c2=O)c2ccccc2c1=O	i	2	-1	9	2	-6	0	-1	0.7
COc1ccccc1N1CCN(S(=O)(=O)CCNC(=O)c2cc(OC)c(OC)c(OC)c2)CC1	i	7	-8	-1	1	-1	-5	-4	0.3
Cc1cc(C)c2c(n1)sc1c(=O)[nH]c(SCc3ccccc3)nc12	i	-1	-6	-3	0	2	-4	0	1.1
Cc1ccc(-c2ccc(/C=C(\C#N)C(N)=S)o2)c([N+](=O)[O-])c1	i	-5	24	2	-2	-1	-2	-5	11*
C[C@H](CO)N1C[C@H](C)[C@@H](CN(C)Cc2cccc3c2OCCCO3)OCc2cnnn2CCCC1=O	i	-1	6	-1	2	-2	-7	-1	-0.4
CN1C(=O)N(C)C2(c3ccccc3)NNC(N)=NC12c1ccccc1 (stereo not given)	i	1	-7	7	2	-2	-8	-2	-0.3
CC(C)OCCCn1c(NN)nc2ccccc2c1=O	i	0	-23	2	0	-2	-1	0	1.6
Cc1nc2ccccn2c1C(=O)NNS(=O)(=O)c1ccc(Cl)cc1	i	0	12	-4	0	-5	-4	-1	-0.3
COc1ccccc1C1N(c2ccc(F)cc2)C(=O)C2CCCN21 (stereo not given)	i	4	2	-1	-3	4	-8	2	-0.2
Cc1ccc(C(=O)Cn2nnc(-c3cccs3)n2)cc1	i	-4	8	-3	-1	2	2	-4	3.3
COc1ccccc1N1CCN(Cc2cc(=O)oc3cc(C)ccc23)CC1	i	-4	1	-11	0	4	12	-3	-0.3
CCOC(=O)C1C(=O)NC(SCC(=O)OC)=C(C#N)C1c1ccccc1OCC (stereo not given)	i	1	3	-9	-3	-6	-7	-5	.
CCOc1ccc(-n2c(N)c(-c3nc4ccccc4[nH]3)sc2=S)cc1	i	1	16	-9	7	1	-7	-3	0.8

Some of these compounds in order of SMILES length, smallest number first:
SMILES	Rpn11 inh	Rin1 Abl inh	MLLE-PAM2 inh	eLon inh	MT1-MMP act inh	CSN deneddyl inh	FAS TE block	MsrA act	MsrA inhibitor
O=C1CC(N2CCSCC2)C(=O)N1c1ccccc1 (stereo not given)	i	-2	21	3	-1	-8	-4	-2	0.9
COc1ccccc1C1N(c2ccc(F)cc2)C(=O)C2CCCN21 (stereo not given)	i	4	2	-1	-3	4	-8	2	-0.2
COc1ccccc1N1CCN(Cc2cc(=O)oc3cc(C)ccc23)CC1	i	-4	1	-11	0	4	12	-3	-0.3

The list goes on:
SMILES	Rpn11 inh	Rin1 Abl inh	MLLE-PAM2 inh	eLon inh	MT1-MMP act inh	CSN deneddyl inh	FAS TE block	MsrA act	MsrA inhibitor
Cc1c(C(=S)Nc2ccccc2)cnn1-c1ccccc1	i	-1	16	1	7	4	3	-8	-0.4
COc1ccc(N2CC(C(=O)N[C@@H](C)C(=O)NCCc3ccccc3)CC2=O)cc1 (stereo not given in full)	i	3	5	-1	0	1	-6	-1	0.5
O=C(NCc1nc2ccccc2[nH]1)C1=C[C@H](C2CC2)C[C@H](OCCCCO)O1	i	2	1	5	2	0	-18	-4	-1.2
COc1ccc(N(CC(=O)NCc2ccco2)C(=O)CCC(=O)Nc2nccs2)c(OC)c1	i	-3	-1	2	-5	-4	-2	-1	-0.2
CC(C)(C)c1nnc(NC(=O)CN2C(=O)C3C4C=CC(C4)C3C2=O)s1 (stereo not given)	i	1	-2	4	4	0	-2	-2	-0.9
COc1ccc(CC(O)COS(N)(=O)=O)cc1 (stereo not given)	i	1	-8	5	-1	2	-8	-8	-0.3
CCCC(=O)N1CCc2cc(-c3nc(N)sc3C)ccc21	i	1	-112	-2	1	-2	-19	-11	-0.1
O=C(Nc1cccc(Cl)c1)N1CCN(C/C=C/c2ccccc2)CC1	i	1	14	0	4	3	10	1	0.4
O=C(O)c1c[nH]c2ccc(F)cc2c1=O	i	3	-7	-6	10	-2	-3	-8	0.9
CCOC(=O)c1sc2nc(NC(=O)C3CC3)sc2c1C	i	2	15	-4	9	1	-5	-2	-0.1
FC(F)(F)C1CCCN(c2nsc3ccccc23)C1 (stereo not given)	i	-2	34	-4	0	0	-1	13*	.
Cn1c(SCC(=O)Nc2ccccc2)nnc1-c1ccc(NC(=O)CCc2ccccc2)cc1	i	2	-45	10	3	7	-6	2	0.8
C[C@H](NC(=O)c1nc[nH]c1C(=O)NCc1ccc(CNC(=O)OC(C)(C)C)cc1)C(=O)OCc1ccccc1	i	0	0	-4	5	5	26	0	-0.4
N#Cc1ccccc1CN1C(=O)S/C(=C/c2cccn2-c2ccc(C(=O)O)cc2)C1=O	i	-1	13	-11	4	29	-48	-5	0.5
Nc1ccc2nc(N3CCOCC3)sc2c1	i	2	-10	3	-4	-2	-9	-6	0.3
O=C(c1ccc(F)cc1)N1CCN(Cc2ccccc2Br)CC1	i	1	3	-6	-2	1	-1	-7	-0.1
CC(NC(=S)NC1CCCCC1)c1ccc(C(C)(C)C)cc1 (stereo not given)	i	3	-57	6	4	0	13	-10	-0.1
COC(=O)CSc1ccc(-c2nc3ccc(C)cc3[nH]2)cn1	i	-2	5	-6	7	-4	-2	-1	0.8
CCCCn1c(N)c(N(CC)C(=O)c2ccc(N(C)S(=O)(=O)c3ccc(C)cc3)cc2)c(=O)[nH]c1=O	i	4	-1	-23	3	-4	-1	-4	-0.4
O=C(CN(c1ccccn1)S(=O)(=O)c1ccccc1)Nc1ccccc1	i	3	2	-2	1	5	-6	-3	2.0
O=C(CCC(=O)N1CCN(S(=O)(=O)c2ccccc2)CC1)c1ccc(Br)cc1	i	3	-3	1	-4	-2	7	-1	-0.8
O=C(O)C1C2C=CC(C2)C1C(=O)NCCCn1ccnc1 (stereo not given)	i	-1	-4	8	1	-5	-6	1	0.2
CCc1ccccc1N(C1=NCCCS1)S(=O)(=O)c1ccc(C(C)(C)C)cc1	i	7	-6	-1	-14	-1	17	-11	0.3
O=C(COC(=O)/C=C/c1ccccc1[N+](=O)[O-])Nc1ccc(OCc2ccccc2)cc1	i	1	7	3	6	-1	-2	1	-0.1
CCCc1cc(=O)[nH]c(SCC(=O)Nc2sc3c(c2C#N)CCC(C)C3)n1 (stereo not given)	i	4	3	-15	1	7	14	-11	-0.2
COc1ccc(C2(CNC(C)=O)CCCC2)cc1OC	i	-3	5	-7	-2	0	-3	0	0.1
CC(C)C[C@H]1CNC(=O)C(=O)N1C[C@@H]1CCCN1C[C@H](CC(C)C)N1C[C@H](Cc2ccccc2)N(CCc2ccccc2)C(=O)C1=O	.	.	.	4	-5	-3	1	-7	0.4
Cc1ccc(N2C(S)=C(C#N)C(=O)NC23CCCCC3)cc1	i	0	11	-4	-1	-8	-6	-8	0.0
O=C1/C(=C/c2cccnc2)SC(=S)N1NS(=O)(=O)c1ccccc1	i	1	-6	-5	8	-5	-3	-5	3.0
CC1C(=O)N(Cc2cn(CCC3OCCO3)nn2)CCS(=O)(=O)N1Cc1ccc(-c2ccccc2)cc1 (stereo not given)	i	-1	-7	0	0	3	-3	-1	-0.6
COc1cccc(CSC(C(=O)O)c2ccccc2)c1 (stereo not given)	i	-4	-2	-11	0	6	-11	0	-0.3
CCOc1ccc(-c2cccc(NS(=O)(=O)c3cc([N+](=O)[O-])ccc3Cl)c2)nn1	i	0	-11	-6	-2	-1	34	-4	-0.1
CCOc1ccccc1N1CCN(C(=S)NCc2ccc(Cl)cc2)CC1	i	-3	-129	-2	0	4	20	-3	1.1
O=C(CSc1ncnc2ccccc12)c1ccc2c(c1)OCCO2	i	-1	23	-9	5	-2	8	-1	1.2
CCc1ccc2oc(-c3cc(N)cc(C)c3O)nc2c1	i	0	6	-7	4	6	14	-4	-0.6
COc1ccc2[nH]c3c(c2c1)CCN1C(=O)N([C@@H](C)C(=O)NCc2ccc(F)cc2)C(=O)[C@]31C	i	0	-13	5	0	6	-14	-2	-0.2

Grouped by structure, those above containing two or more sulfur atoms.
SMILES	Rpn11 inh	Rin1 Abl inh	MLLE-PAM2 inh	eLon inh	MT1-MMP act inh	CSN deneddyl inh	FAS TE block	MsrA act	MsrA inhibitor
Cc1cc(C)c2c(n1)sc1c(=O)[nH]c(SCc3ccccc3)nc12	i	-1	-6	-3	0	2	-4	0	1.1
CCOc1ccc(-n2c(N)c(-c3nc4ccccc4[nH]3)sc2=S)cc1	i	1	16	-9	7	1	-7	-3	0.8
CCOC(=O)c1sc2nc(NC(=O)C3CC3)sc2c1C	i	2	15	-4	9	1	-5	-2	-0.1
CCc1ccccc1N(C1=NCCCS1)S(=O)(=O)c1ccc(C(C)(C)C)cc1	i	7	-6	-1	-14	-1	17	-11	0.3
CCCc1cc(=O)[nH]c(SCC(=O)Nc2sc3c(c2C#N)CCC(C)C3)n1 (stereo not given)	i	4	3	-15	1	7	14	-11	-0.2
O=C1/C(=C/c2cccnc2)SC(=S)N1NS(=O)(=O)c1ccccc1	i	1	-6	-5	8	-5	-3	-5	3.0
